# EPAC2 agonist: EPAC2 (human) agonism. Q8WZA2. EPAC2 activation, biochemical qHTS; response scale: 100% = 6.5 mM cAMP response. Potency, µM (doses to about 154 µM), inactives show at the highest dose activation, most hits filed as activators. 360,000 tested, 0.079% active; note: potency is the fitted concentration of half-maximal effect; nearly all actives have a fitted effect of over 50% in size
# Target sequence (Q8WZA2 whole entry, looked up): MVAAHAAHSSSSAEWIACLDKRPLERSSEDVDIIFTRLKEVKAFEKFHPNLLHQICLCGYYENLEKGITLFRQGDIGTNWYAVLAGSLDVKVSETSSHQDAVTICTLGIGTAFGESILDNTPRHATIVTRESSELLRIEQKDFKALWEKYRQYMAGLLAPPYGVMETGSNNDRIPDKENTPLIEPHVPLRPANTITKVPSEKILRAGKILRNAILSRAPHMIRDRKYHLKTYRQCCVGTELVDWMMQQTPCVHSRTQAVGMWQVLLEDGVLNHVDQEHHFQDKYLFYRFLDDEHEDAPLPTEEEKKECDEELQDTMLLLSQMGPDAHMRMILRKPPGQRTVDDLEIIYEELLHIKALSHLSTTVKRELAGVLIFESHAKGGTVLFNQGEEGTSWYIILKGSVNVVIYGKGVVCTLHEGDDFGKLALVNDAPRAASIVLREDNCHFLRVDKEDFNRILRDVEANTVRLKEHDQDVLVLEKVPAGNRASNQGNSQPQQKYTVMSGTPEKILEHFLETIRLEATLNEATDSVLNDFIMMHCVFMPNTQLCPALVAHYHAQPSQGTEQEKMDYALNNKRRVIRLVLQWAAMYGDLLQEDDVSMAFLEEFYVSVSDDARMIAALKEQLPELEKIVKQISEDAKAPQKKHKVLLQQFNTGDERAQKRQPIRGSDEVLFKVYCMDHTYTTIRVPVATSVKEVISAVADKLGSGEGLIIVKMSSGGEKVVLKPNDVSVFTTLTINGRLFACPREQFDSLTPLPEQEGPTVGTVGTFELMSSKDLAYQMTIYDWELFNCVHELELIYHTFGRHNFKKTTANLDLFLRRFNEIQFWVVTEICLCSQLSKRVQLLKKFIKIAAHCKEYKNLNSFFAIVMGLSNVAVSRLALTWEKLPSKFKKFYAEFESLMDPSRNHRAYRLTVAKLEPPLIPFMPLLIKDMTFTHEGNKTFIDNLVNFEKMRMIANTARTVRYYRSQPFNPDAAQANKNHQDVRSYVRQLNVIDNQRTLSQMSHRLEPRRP
#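 Each well held 100 nM EPAC2, 250 nM RAP1B-BODIPY-GDP and 50 uM GDP. Fluorescence, read at 5-min intervals to 30 min, was referenced to a 6.5 mM cAMP positive control.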
# CCT chaperon mod: modulators of cytosolic chaperonin (CCT/TRiC) activity; purified chaperonin ATPase assay, HTRF ADP detection, 30 min; activity change, % (concentration not given with the values), hits read low; 360,000 tested, 0.3% active; AID 651819; in the data active = activity change below about -30%; note: % is set by controls: 0 for no effect and ±100 for the full control effect
#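 ATPase activity: ADP formed was measured by HTRF Transcreener (665/615 nm ratio) after 30 min at 37 deg C with 10 uM ATP. Compounds screened at one 76 uM concentration against 40 or 20 nM TRiC in Tris pH 7.4/KCl/MgCl2/DTT buffer.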
# A549 tox: A549 cytotoxicity, counter-screen for Nrf2 inhibitors. Potency, µM (highest dose often 46 µM), without a hit: top-dose activity change, negative = cytotoxicity, most hits filed as inhibitors. 390,000 tested, 0.16% active. A549 ARE-Fluc cells, CellTiter-Fluor viability, 18-24 h. AID 504648; note: potency is the fitted concentration of half-maximal effect; % is set by controls: 0 for no effect and ±100 for the full control effect
#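 A549 ARE_Fluc cells in 5% FBS OPTI-MEM were exposed to compounds in concentration-response for 18-24 h at 37 deg C. Viability was read by CellTiter-Fluor fluorescence (Ex 405/Em 525) after 30 min, before the luciferase read.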
# TGFb inhibitor: TGF-b pathway inhibition | HepG2 CAGA-GFP TGF-b/SMAD3 reporter, GFP fluorescence, 18 h; TGF-beta stimulated, 500 pg/mL final | Potency, µM (titrated, usually from 46.1 µM), without a hit: at the highest dose activity, negative = inhibition, most hits filed as inhibitors | 410,000 tested, 1.2% active; note: potency is the fitted concentration of half-maximal effect; % is set by controls: 0 for no effect and ±100 for the full control effect; nearly all actives have a fitted effect of over 65% in size
#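 Smad-responsive CAGA-GFP expression was quantified in HEPG2 cells exposed to compounds and 500 pg/mL final TGF-beta for 18 h at 37 degrees C; unstimulated wells defined full inhibition.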
# Akt phos inh: blocks phosphorylation of Akt | Neuro2A IGF-stimulated pAkt S473 HTRF, 20 min; hits give low values | activity change, % for hits at 50 µM | 360,000 tested, 0.32% active | AID 651550; in the data active = activity change below about -80%; inconclusive = mostly about -51% to -80%; note: % is set by controls: 0 for no effect and ±100 for the full control effect
#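 Neuro2A cells in DMEM with 0.5% FBS, overnight at 37 deg C, given compound at single 50 µM final, then IGF (6 nM final) for 20 min at 37 deg C. Lysed; phospho-Akt Ser473 by HTRF after 24 h, 665/615 ratio.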
# EPAC2 antag: EPAC2 (human) antagonism | EPAC2 GEF exchange of Rap1B-BODIPY-GDP, fluorescence | Potency, µM (doses to about 114 µM), for the others: at the highest dose activity, negative = inhibition, actives largely listed as inhibitors | 360,000 tested, 0.18% active | AID 720708; note: potency is the fitted concentration of half-maximal effect; % is set by controls: 0 for no effect and ±100 for the full control effect; nearly all actives have a fitted effect of over 45% in size; many of its hits are not listed in these tables
# Nrf2 ARE act: activators of Nrf2 (ARE) signaling; AREc32 ARE-luciferase reporter (MCF7-derived line), luminescence, 24 h; Potency, µM (series often up to 46.1 µM), inactives show at the highest dose activation, usual class: activators; 410,000 tested, 0.31% active; note: potency is the fitted concentration of half-maximal effect; % of control where 0% means no effect; nearly all actives have a fitted effect of over 65% in size
#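 ARE-driven firefly luciferase activity in AREc32 cells measured after a 24 hr compound exposure at 37 deg C, using Steady-Glo reagent and a 30 min room-temperature hold.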
# Mm-Cpn inhibitor: blocks the Methanococcus maripaludis chaperonin Mm-Cpn; 330,000 tested, 0.031% active; purified Mm-Cpn ATPase, ADP Transcreener TR-FRET; Potency, µM (titrated, usually from 76.9 µM), for inactives: top-dose activity, negative = inhibition, hits mostly inhibitors; note: potency is the fitted concentration of half-maximal effect; % is set by controls: 0 for no effect and ±100 for the full control effect; nearly all actives have a fitted effect of over 80% in size
#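 Inhibition of chaperonin ATP hydrolysis is measured as reduced ADP production, detected by competitive TR-FRET in which signal falls with ADP. Final enzyme 25 nM and ATP 10 uM, reacted 30 min at 37°C.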
# Nrf2 inh: Nrf2 pathway inhibition. A549 ARE-Fluc reporter, luciferase luminescence, 18-24 h. AID 504444. 360,000 tested, 2.1% active. Potency, µM (doses to about 46 µM), for inactives: top-dose activity change, negative = inhibition, actives largely listed as inhibitors; note: potency is the fitted concentration of half-maximal effect; % is set by controls: 0 for no effect and ±100 for the full control effect; nearly all actives have a fitted effect of over 60% in size
#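 Reporter: ARE-Fluc in A549. Exposure: 18-24 h, 37 °C, 5% CO2, 5% FBS OPTI-MEM. Readouts: fluorescent cytotoxicity (CellTiter-Fluor), then luminescent Nrf2 signal after BugLite.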
# * marks the source's active call; other numbers are inactive results; i = inactive; ? = inconclusive; . = not tested or not shown; & = joins results of further samples; [ ] = another dose, or the depositor's remark. Unless noted, calls come from the whole dose curve; as a rule, active = well fitted curve in the direction sought with a large enough effect; inconclusive = small, poorly fitted or top-dose-only effect, or another doubt; inactive = no such curve, though single readings can be large; an effect the other way counts as inactive or inconclusive. An excerpt. The share of hits here may be higher or lower than overall.
structure	EPAC2 agonist	CCT chaperon mod	A549 tox	TGFb inhibitor	Akt phos inh	EPAC2 antag	Nrf2 ARE act	Mm-Cpn inhibitor	Nrf2 inh
CCN(CC(=O)Nc1cccc(C#N)c1)CC(=O)Nc1cccc(OC)c1	-5.4%	0.9	-12.8%	-7.3%	i	-11.6%	2.4%	1.2%	?
COc1ccc(CN2CC34C=CC(O3)C(C(=O)O)C4C2=O)cc1 (configuration not stated)	5.1%	0.9	0.2%	7.1%	i	2.4%	-0.6%	1.6%	8.5%
Cc1ccc(C(=O)NCC(=O)Nc2cccc(S(=O)(=O)NC3=NCCCCC3)c2)cc1C	1.1%	-0.1	4.7%	-19.4%	i	-8.7%	0.0%	-0.2%	-24.3%
COc1ccc(C2=NOC(C(=O)N3CCCc4ccccc43)C2)cc1 (configuration not stated)	9.7%	-5.2	4.8%	-23.5%	.	-8.0%	0.3%	-0.7%	.
COc1cccc(CNC(=O)C2CC(=O)N(C3CCCCC3)C2)c1 (configuration not stated)	1.1%	-1.1	1.0%	2.5%	i	8.8%	-0.1%	-2.0%	4.7%
COc1cc(NC(=O)c2cc3nc(-c4ccccc4)cc(-c4ccccc4)n3n2)cc(OC)c1OC	17.9%	-1.6	-1.5%	6.7%	.	-14.5%	-0.5%	0.2%	?
O=[N+]([O-])c1cccc(S(=O)(=O)Nc2ccc3cn[nH]c3c2)c1	2.1%	-0.9	13.6%	-4.7%	i	0.3%	0.4%	-1.1%	-13.3%
Cc1ccc(C)c(N2CCN(C(=O)c3ccccc3Br)CC2)c1	26.4%	-2.1	-3.5%	-15.2%	i	-7.8%	-0.6%	0.4%	-20.2%
O=C(c1ccco1)N1CCN(C(=O)N2c3ccccc3Sc3ccccc32)CC1	20.3%	-0.9	-17.5%	?	i	-0.3%	0.1%	-1.9%	?
C[C@H](CO)N1C[C@H](C)[C@@H](CN(C)C(=O)NC2CCCCC2)Oc2ccc(NS(=O)(=O)c3ccc(F)cc3)cc2C1=O	0.4%	2.7	-7.5%	17.6%	i	14.6%	0.6%	1.5%	-5.1%
CC(=O)Oc1ccc(N2C(=O)CCC2=O)cc1	-1.5%	-2.0	7.2%	1.1%	i	10.6%	-1.1%	0.3%	14.3%
CCOc1ccc(CCNC(=O)CCN2C(=O)COc3ccccc32)cc1OCC	10.2%	-0.3	11.2%	2.9%	i	-0.2%	0.3%	0.7%	-26.7%
CC1CN(C(=O)COC(=O)CSc2ccc([N+](=O)[O-])cc2)CC(C)O1 (configuration not stated)	7.0%	-1.8	-4.9%	-7.8%	i	7.5%	0.2%	-2.0%	15.2%
CCC1=Nc2cc(C(=O)NCCN3CCCC3)ccc2Sc2ccccc21	11.9%	-0.5	-12.9%	-15.0%	.	-1.8%	-0.9%	-0.5%	?
O=C(COc1ccccc1C(=O)N/N=C\c1ccc(O)c(O)c1)N/N=C/c1ccc(O)c(O)c1	-5.0%	2.9	-11.3%	?	i	9.5%	-0.2%	-3.8%	4.2%
CN(C)CCNC(=O)c1cccc(-c2cccc3nccn23)c1	6.7%	-0.6	.	0.3%	.	-6.3%	0.8%	.	.
CC(C)(C)c1cc(NC(=O)COC(=O)c2ccccc2)n(-c2ccccc2)n1	2.2%	1.2	.	1.4%	i	4.2%	2.1%	.	.
COc1cccc(CC(=O)Nc2nc(-c3cccnc3)cs2)c1	9.3%	0.4	10.3%	-0.8%	i	-1.8%	-0.5%	-4.0%	-26.6%
CCC(C)(C)n1nnnc1C(c1cccs1)N1CCN(c2nc3ccccc3s2)CC1 (configuration not stated)	21.4%	-0.1	-4.8%	-10.7%	i	-11.3%	0.1%	0.3%	?
C/C(=N\NC(=O)COc1ccccc1-c1ccccc1)c1ccc(O)cc1O	17.6%	0.1	-2.2%	?	i	-14.8%	-1.0%	1.3%	?
COc1ccc(-c2ccc(C#N)c(SCC(=O)OCc3ccccc3)n2)cc1OC	2.1%	0.2	-8.5%	-2.8%	i	-0.4%	0.1%	?	-23.5%
O=C1CCCC(=O)N1c1ccc(N2CCOCC2)c([N+](=O)[O-])c1	6.0%	1.4	-1.7%	-6.1%	i	3.6%	-0.5%	0.6%	2.7%
CC(C)CC(c1nnnn1Cc1ccco1)N1CCN(C2CCCC2)CC1 (configuration not stated)	-4.6%	-1.2	-3.8%	3.0%	i	7.1%	-0.2%	0.2%	-4.3%
Fc1ccc(Nc2nc(Nc3ccc(F)cc3)nc(N3CCOCC3)n2)cc1	.	.	?	49.6%[activator]	.	.	13.1%	.	15.1%
CN(C)c1ccc(C(CNC(=O)c2cccs2)N(C)C)cc1 (configuration not stated)	4.0%	0.4	19.5%	3.6%	i	-4.3%	9.2%	1.4%	?
CCc1ccc(C2CC(=O)Nc3c2c(=O)n(C)c2ncnn32)cc1 (configuration not stated)	.	.	-10.4%	17.3%	.	.	-1.2%	.	-27.4%
COC(=O)CSc1nnc(Cc2ccccc2)n1-c1ccc(C)cc1	-7.2%	-2.9	2.4%	-3.0%	i	8.2%	-1.5%	1.5%	21.8%
CCCNC(=O)COc1ncnc2sccc12	9.8%	0.4	-0.1%	2.3%	i	-2.9%	0.3%	-5.4%	2.5%
O=C(NCc1ccc(F)cc1)c1cc2n(n1)C(C(F)(F)F)CC(C1CC1)N2 (configuration not stated)	-1.3%	1.3	1.0%	-7.6%	i	-2.5%	-0.7%	0.1%	-1.6%
COc1cccc2c1OC1(C)CC2NC(=O)N1Cc1ccccc1 (configuration not stated)	0.2%	1.3	-1.1%	-1.0%	i	13.9%	-0.5%	0.7%	?
CN(C)CCNC(=O)Nc1ccc(Cl)c(Cl)c1	-8.5%	2.6	?	-7.8%	i	3.0%	1.0%	-1.3%	1.9%
Cc1ccc(OCCC(=O)OCC(=O)Nc2ccc(C)c(S(=O)(=O)N3CCOCC3)c2)cc1	3.5%	0.5	-4.4%	-2.9%	i	-19.9%	-0.7%	.	-28.4%
COc1ccc(O)c(CN2CCN(C/C=C/c3ccccc3)CC2)c1	11.6%	-0.5	?	-7.8%	.	-0.6%	-0.6%	0.2%	.
Cn1cc(C(=O)NCC2COc3ccccc3O2)c(=O)c2cc(S(=O)(=O)N3CCCCC3)ccc21 (configuration not stated)	17.9%	-4.6	-0.1%	-0.3%	i	0.7%	0.3%	0.6%	-7.6%
CCOC(=O)c1ccc(NC(=S)N(CCCN2CCN(CC)CC2)Cc2cccs2)cc1	-2.7%	1.1	-20.0%	-16.5%	i	-7.2%	5.1%	0.3%	-14.9%
O=C(Nc1cccc(S(=O)(=O)N2CCCC2)c1)c1cc(=O)[nH]c2ccccc12	0.1%	1.2	0.8%	?	i	9.8%	-0.9%	-1.8%	-7.5%
CC(C)C(C(=O)OCC(=O)c1ccccc1)N1C(=O)C2C3C=CC(C3)C2C1=O (configuration not stated)	8.9%	-1.7	4.4%	-13.5%	i	1.0%	0.0%	1.1%	7.6%
CCCN(CCC)c1ccc(C(O)c2nnc(-c3ccccc3)o2)cc1 (configuration not stated)	-3.4%	-0.6	-2.2%	-0.5%	i	1.7%	-0.3%	5.1%	8.6%
COC(=O)C1CCN(C(=O)NC(C)(C)C)CC1	7.6%	-2.3	0.7%	12.0%	i	-3.7%	-0.3%	0.7%	2.9%
C[C@H](CO)N1C[C@H](C)[C@@H](CN(C)C(=O)c2ccc(N3CCN(C)CC3)cc2)OCc2cnnn2CCCC1=O	1.8%	1.0	.	26.6%	i	9.6%	0.2%	.	.
C[C@@H]1Cn2cnc(C(=O)NCc3ccc(CNC(=O)OC(C)(C)C)cc3)c2C(=O)N1	-1.1%	0.0	.	7.7%	i	-0.3%	1.9%	.	.
O=C(NC(c1ccc(-c2ccccc2)cc1)c1cnccn1)C1CCN(CCN2C(=O)c3ccccc3C2=O)CC1 (configuration not stated)	9.3%	-0.9	.	-2.0%	i	5.5%	-0.2%	.	.
COc1cccc(-c2nn(-c3ccccc3)cc2CN(C)Cc2ccon2)c1	2.3%	1.2	15.8%	-6.7%&-16.8%	i	-8.5%	0.8%	0.0%	0.1%
Oc1[nH]c2ccc(Br)cc2c1N=Nc1nn[nH]n1	2.4%	1.9	-11.4%	4.8%	i	-1.6%	-0.1%	-2.5%	28.0%
Cc1ccccc1NC(=O)CSc1nc2ccccc2c2nc(CCn3cncc3C)nn12	0.7%	-3.0	-7.3%&-16.2%	9.2%&4.8%	i	2.8%	0.7%&-0.3%	?	-12.6%
O=C(NC1CCCCCCC1)c1ccc(F)cc1	14.8%	-1.9	3.3%	0.0%	i	-14.1%	2.5%	0.6%	?
Cc1ccc2cc(C#N)c(NCc3ccccc3)nc2c1	6.6%	-1.6	1.2%	-0.6%	i	7.2%	-0.5%	1.8%	3.6%
O=C(NCC1c2ccccc2CCN1C(=O)CN1CCOCC1)C1CCCCC1 (configuration not stated)	8.3%	1.1	6.4%	-0.3%	i	-3.7%	-0.9%	-1.5%	24.2%
N#CC(C(=O)NCCc1ccccc1)c1nc2ccccc2nc1N1CCCCC1 (configuration not stated)	13.8%	1.9	1.8%	1.6%	i	-17.2%	0.0%	1.5%	6.0%
CC1=C(C(=O)Nc2ccccc2C)C(c2ccc(C)o2)N2C(=O)CSC2=N1 (configuration not stated)	7.6%	-1.9	-3.2%	6.5%	i	3.7%	0.3%	-9.3%	1.2%
